PLAP inhibition – PLAP enzyme inhibitors, biochemical, luminescence, HTS (AID 690) | inhibition, % at 20 µM; hits with a dose series show IC50 in µM | hit rate 0.08% among 96,000 | Alkaline phosphatase, placental type (Homo sapiens) | purified PLAP, luminescent substrate; higher % means a stronger effect; in the data active = a potency from the dose series; inactive = the rest, 99 in 100 with inhibition below about 30%; note: strong numbers were not always called active
MRP reversal – reversal of MRP1-mediated doxorubicin resistance, primary screen, H69AR cells, doxorubicin co-treatment; AID 602, 2007; differential viability (reversal), % at 10 µM; hit rate 0.04% among 85,000; H69AR cells + 2 uM doxorubicin, CellTiter-Glo, 72 h;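 active = viability drop by adding the cancer drug above about 55%, with treated viability meeting a 40% cutoff, limit read from the data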;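 note: viability without doxorubicin minus viability with 2 µM doxorubicin for each compound; larger differential means the compound sensitizes cells more to doxorubicin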
NFkB transloc inh – inhibitors of IL-1B driven NFkB p65 nuclear import, primary screen, imaging, HUVEC, IL-1B stimulus, high-content imaging. inhibition, % at 2 µM. HUVEC IL-1B NFkB p65 nuclear translocation imaging. AID 796, 2007. hit rate 0.43% among 94,000;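 active = inhibition above about 30% together with a positive call from visual inspection of the well image, limit read from the data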;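 note: nuclear over cytoplasmic p65 intensity ratio measured by imaging; 0% = IL-1B stimulated DMSO wells and 100% = unstimulated DMSO wells; values of inactives mirror those of a sister screen read the other way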
Bcl-B TR3 displacers – displacers of TR3 peptide from Bcl-B, primary screen, selectivity assay for Bfl-1 inhibitor project, biochemical, fluorescence polarization; Bcl-2-like protein 10 (Homo sapiens); FP displacement of FITC-TR3 peptide from Bcl-B; higher % means a stronger effect; displacement, % at 20 µM; hits with a dose series show IC50 in µM; hit rate 0.11% among 96,000; AID 748, 2007;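 active = displacement above 50% at 20 µM plus a fluorescence interference ratio under 1.5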;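 note: plate controls were wells without compound for no effect and wells lacking Bcl-B protein for full effect; a part of the inactive calls stands beside numbers as strong as those of hits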
IL1B NFkB pot – enhancers of NFkB p65 translocation in HUVEC – imaging, IL-1B stimulus, high-content imaging, primary screen; HUVEC IL-1B NFkB p65 nuclear translocation imaging; activation, % at 2 µM; hit rate 0.3% among 94,000;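 active = activation above 40%, about the mean plus 3 SD, also judged a hit on visual image review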;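 note: percent activation is computed from the nuclear over cytoplasmic p65 intensity ratio; values of inactives mirror those of a sister screen read the other way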
MRP reversal cytotoxicity – second read-out of MRP reversal, no call of its own (marks repeat the call); viability, %; H69AR cells, CellTiter-Glo, 72 h; measured here: cytotoxicity without doxorubicin
MRP reversal with doxorubicin – also measured in MRP reversal; calls as there; viability, %; measured here: viability with 2 uM doxorubicin; active compounds read low
NFkB transloc inh cell count 2 µM – also measured in NFkB transloc inh; calls as there; cell count; measured here: cells passing quality filter;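 raw number of nuclei counted in each imaged well without normalization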
IL1B NFkB pot cell count 2 µM – further read-out of IL1B NFkB pot, marked with its call; cell count; measured here: cells passing quality filter
* marks the source's active call; other numbers are inactive results. The list is partial; rates above refer to the full screens.

Screening COc1ccc(CNC(=O)c2c(-c3cc(Cl)c(OC)c(Cl)c3)noc2C)cc1 returned PLAP inhibition -5%, MRP reversal 8, NFkB transloc inh 12, Bcl-B TR3 displacers 3%, IL1B NFkB pot -12, MRP reversal cytotoxicity 89, MRP reversal with doxorubicin 81, NFkB transloc inh cell count 2 µM 184 and IL1B NFkB pot cell count 2 µM 184.
`O=C(N/N=C/c1ccc2ccccc2c1)c1ccc(COc2ccc3c(c2)CCC3)o1` gave PLAP inhibition 9%, NFkB transloc inh 9, Bcl-B TR3 displacers -30%, IL1B NFkB pot -9, NFkB transloc inh cell count 2 µM 159 and IL1B NFkB pot cell count 2 µM 159.
COc1ccc(C2CC(c3ccc(C)cc3)Nc3nc(N)nn32)cc1 (configuration not stated) was read as PLAP inhibition -19%, MRP reversal 10, NFkB transloc inh -2, Bcl-B TR3 displacers 8%, IL1B NFkB pot 2, MRP reversal cytotoxicity 106, MRP reversal with doxorubicin 95, NFkB transloc inh cell count 2 µM 141 and IL1B NFkB pot cell count 2 µM 141.
For CC(C)C1N=C2c3ccccc3N=C(SCc3cc(=O)n4ccccc4n3)N2C1=O (configuration not stated) the results were MRP reversal 6, NFkB transloc inh -14, IL1B NFkB pot 14, MRP reversal cytotoxicity 84, MRP reversal with doxorubicin 78, NFkB transloc inh cell count 2 µM 121 and IL1B NFkB pot cell count 2 µM 121.
Screening CCOc1cc(C2C(C(=O)N3CCCCC3)=C(C)NC3=C2C(=O)CCC3)cc(Br)c1O (configuration not stated) returned PLAP inhibition -26%, MRP reversal 19, NFkB transloc inh 9, Bcl-B TR3 displacers 7%, IL1B NFkB pot -9, MRP reversal cytotoxicity 93, MRP reversal with doxorubicin 74, NFkB transloc inh cell count 2 µM 153 and IL1B NFkB pot cell count 2 µM 153.
`Cc1nc(CN2CCN(C(=O)c3ccc(Br)cc3)CC2)cs1` gave PLAP inhibition 11%, MRP reversal 28, NFkB transloc inh 4, Bcl-B TR3 displacers -6%, IL1B NFkB pot -4, MRP reversal cytotoxicity 99, MRP reversal with doxorubicin 71, NFkB transloc inh cell count 2 µM 100 and IL1B NFkB pot cell count 2 µM 100.
`Cc1ccc2[nH]c3c(c2c1)CCCC3=O` gave PLAP inhibition 1%, MRP reversal -2, NFkB transloc inh 0, Bcl-B TR3 displacers -7%, IL1B NFkB pot 0, MRP reversal cytotoxicity 89, MRP reversal with doxorubicin 91, NFkB transloc inh cell count 2 µM 129 and IL1B NFkB pot cell count 2 µM 129.
Screening CC(C)C[C@H](N)c1nnc(S(=O)(=O)Cc2ccc(F)cc2)o1 returned PLAP inhibition 12%, MRP reversal -17, Bcl-B TR3 displacers 2%, MRP reversal cytotoxicity 6 and MRP reversal with doxorubicin 23.
For O=C(COc1ccc(Cl)cc1)NC1CCSC1=O (configuration not stated) the results were PLAP inhibition -25%, MRP reversal 0, NFkB transloc inh 1, Bcl-B TR3 displacers -1%, IL1B NFkB pot -1, MRP reversal cytotoxicity 107, MRP reversal with doxorubicin 106, NFkB transloc inh cell count 2 µM 67 and IL1B NFkB pot cell count 2 µM 67.
COCCNC(=O)CS(=O)Cc1nc(-c2ccc(OC)cc2)oc1C (configuration not stated) was read as PLAP inhibition -26%, MRP reversal 7, Bcl-B TR3 displacers 2%, MRP reversal cytotoxicity 100 and MRP reversal with doxorubicin 93.
COC(=O)Cn1ncc2c(C)n(Cc3ccccc3)c(C)c2c1=O was read as PLAP inhibition -54%, MRP reversal 8, NFkB transloc inh -24, Bcl-B TR3 displacers -6%, IL1B NFkB pot 24, MRP reversal cytotoxicity 98, MRP reversal with doxorubicin 90, NFkB transloc inh cell count 2 µM 64 and IL1B NFkB pot cell count 2 µM 64.
Cc1cc(N2CCN(Cc3ccc4c(c3)OCO4)CC2)n2ncnc2n1 was read as PLAP inhibition -15%, MRP reversal -11, NFkB transloc inh -26, Bcl-B TR3 displacers -5%, IL1B NFkB pot 26, MRP reversal cytotoxicity 94, MRP reversal with doxorubicin 105, NFkB transloc inh cell count 2 µM 134 and IL1B NFkB pot cell count 2 µM 134.
`CC1(C)C2CCC1(C)C(NC1=NCCC1)C2` (configuration not stated) gave PLAP inhibition 3%, MRP reversal -10, NFkB transloc inh -29, Bcl-B TR3 displacers 8%, IL1B NFkB pot 29, MRP reversal cytotoxicity 94, MRP reversal with doxorubicin 104, NFkB transloc inh cell count 2 µM 43 and IL1B NFkB pot cell count 2 µM 43.
`COc1ccc(Cn2c(C)cc3c(c2=O)C(c2cccs2)C(C#N)=C(N)O3)cc1OC` (configuration not stated) gave PLAP inhibition 16%, MRP reversal 15, NFkB transloc inh -5, Bcl-B TR3 displacers 5%, IL1B NFkB pot 5, MRP reversal cytotoxicity 93, MRP reversal with doxorubicin 78, NFkB transloc inh cell count 2 µM 99 and IL1B NFkB pot cell count 2 µM 99.
`c1ccc(Cn2c(CNc3nc4ccccc4n3CCN3CCOCC3)nc3ccccc32)cc1` gave PLAP inhibition -178%, MRP reversal -7, NFkB transloc inh 0, Bcl-B TR3 displacers -22%, IL1B NFkB pot 0, MRP reversal cytotoxicity 54, MRP reversal with doxorubicin 61, NFkB transloc inh cell count 2 µM 90 and IL1B NFkB pot cell count 2 µM 90.
For CC(Oc1ccc(Cl)cc1Cl)C(=O)NC1CCSC1=O (configuration not stated) the results were PLAP inhibition -35%, MRP reversal -9, NFkB transloc inh -4, Bcl-B TR3 displacers 7%, IL1B NFkB pot 4, MRP reversal cytotoxicity 103, MRP reversal with doxorubicin 111, NFkB transloc inh cell count 2 µM 159 and IL1B NFkB pot cell count 2 µM 159.
For NC(=O)c1ccsc1NC(=O)COC(=O)C1CCCN1C(=O)c1cccs1 (configuration not stated) the results were PLAP inhibition -20%, MRP reversal 13, NFkB transloc inh 16, Bcl-B TR3 displacers 21%, IL1B NFkB pot -16, MRP reversal cytotoxicity 96, MRP reversal with doxorubicin 83, NFkB transloc inh cell count 2 µM 102 and IL1B NFkB pot cell count 2 µM 102.
`COc1cc(OC)cc(-c2nnc(SCC(=O)N3CCCC3)o2)c1` gave PLAP inhibition 18%, MRP reversal 4, NFkB transloc inh 1, Bcl-B TR3 displacers 7%, IL1B NFkB pot -1, MRP reversal cytotoxicity 78, MRP reversal with doxorubicin 75, NFkB transloc inh cell count 2 µM 160 and IL1B NFkB pot cell count 2 µM 160.
Screening CN(C(=O)COC(=O)c1ccc(Cl)cc1N)C1CCS(=O)(=O)C1 (configuration not stated) returned PLAP inhibition 4%, NFkB transloc inh 12, Bcl-B TR3 displacers -5%, IL1B NFkB pot -13, NFkB transloc inh cell count 2 µM 202 and IL1B NFkB pot cell count 2 µM 202.
Screening COc1cccc(/C=N/Nc2ncnc(N)c2[N+](=O)[O-])c1OC returned PLAP inhibition -41%, NFkB transloc inh -7, Bcl-B TR3 displacers 0%, IL1B NFkB pot 7, NFkB transloc inh cell count 2 µM 192 and IL1B NFkB pot cell count 2 µM 192.
`O=C(Nc1ccc(N2CCOCC2)cc1)C1CCCN(S(=O)(=O)c2cccc(C(F)(F)F)c2)C1` (configuration not stated) gave PLAP inhibition -2%, MRP reversal 8, NFkB transloc inh -27, Bcl-B TR3 displacers 3%, IL1B NFkB pot 27, MRP reversal cytotoxicity 69, MRP reversal with doxorubicin 61, NFkB transloc inh cell count 2 µM 190 and IL1B NFkB pot cell count 2 µM 190.
Screening CCOc1cccc2sc(=NC(=O)c3ccc(S(=O)(=O)N4CCOCC4)cc3)n(C)c12 returned PLAP inhibition -6%, NFkB transloc inh -26, Bcl-B TR3 displacers 2%, IL1B NFkB pot 26, NFkB transloc inh cell count 2 µM 153 and IL1B NFkB pot cell count 2 µM 153.
Screening Cc1ccc(C(=O)c2c(NC(=O)c3cccnc3)sc3c2CCCC3)cc1 returned PLAP inhibition -8%, NFkB transloc inh -5, Bcl-B TR3 displacers 3%, IL1B NFkB pot 5, NFkB transloc inh cell count 2 µM 126 and IL1B NFkB pot cell count 2 µM 126.
Cc1cccc(-n2ncc3c(NCc4ccccn4)ncnc32)c1 was read as PLAP inhibition 9%, MRP reversal 11, NFkB transloc inh -1, Bcl-B TR3 displacers 0%, IL1B NFkB pot 1, MRP reversal cytotoxicity 89, MRP reversal with doxorubicin 77, NFkB transloc inh cell count 2 µM 119 and IL1B NFkB pot cell count 2 µM 119.
CCCn1c(=N)c(C(=O)NCC2CCCO2)cc2c(=O)n3cccc(C)c3nc21 (configuration not stated) was read as PLAP inhibition -82%, MRP reversal 7, NFkB transloc inh -1, Bcl-B TR3 displacers 3%, IL1B NFkB pot 1, MRP reversal cytotoxicity 70, MRP reversal with doxorubicin 64, NFkB transloc inh cell count 2 µM 130 and IL1B NFkB pot cell count 2 µM 130.
COc1nc(Nc2ccc(C(C)C)cc2)nc(OC)n1 was read as MRP reversal -2, NFkB transloc inh -17, IL1B NFkB pot 17, MRP reversal cytotoxicity 97, MRP reversal with doxorubicin 99, NFkB transloc inh cell count 2 µM 122 and IL1B NFkB pot cell count 2 µM 122.
For CCn1c(COc2cccc(OC)c2)nnc1SCC(=O)Nc1ccccc1C(=O)OC the results were PLAP inhibition -51%, MRP reversal -8, NFkB transloc inh 1, Bcl-B TR3 displacers -4%, IL1B NFkB pot -1, MRP reversal cytotoxicity 94, MRP reversal with doxorubicin 102, NFkB transloc inh cell count 2 µM 95 and IL1B NFkB pot cell count 2 µM 95.
O=C(O)c1cccc(CN2C(=O)SC(Nc3ccccc3)C2=O)c1 (configuration not stated) was read as PLAP inhibition 6%, MRP reversal -12, Bcl-B TR3 displacers 2%, MRP reversal cytotoxicity 70 and MRP reversal with doxorubicin 82.
Screening CCOC(=O)c1cc(-c2ccc(/C=N\n3cnnc3)o2)ccc1Cl returned PLAP inhibition 13%, MRP reversal -16, NFkB transloc inh 9, Bcl-B TR3 displacers -12%, IL1B NFkB pot -9, MRP reversal cytotoxicity 78, MRP reversal with doxorubicin 94, NFkB transloc inh cell count 2 µM 94 and IL1B NFkB pot cell count 2 µM 94.
For C#CCn1cc[n+](CC(=O)N(C)C)c1 the results were PLAP inhibition -27%, MRP reversal 13, NFkB transloc inh -11, Bcl-B TR3 displacers -2%, IL1B NFkB pot 11, MRP reversal cytotoxicity 104, MRP reversal with doxorubicin 91, NFkB transloc inh cell count 2 µM 199 and IL1B NFkB pot cell count 2 µM 199.
For CCOc1ccc(C(=O)N2CCCCCC2)cc1 the results were PLAP inhibition 22%, MRP reversal 7, NFkB transloc inh -12, Bcl-B TR3 displacers -7%, IL1B NFkB pot 12, MRP reversal cytotoxicity 97, MRP reversal with doxorubicin 90, NFkB transloc inh cell count 2 µM 138 and IL1B NFkB pot cell count 2 µM 138.
`CCOC(=O)CC(=O)Nc1ccc(C)cc1` gave PLAP inhibition 6%, MRP reversal 0, Bcl-B TR3 displacers -10%, MRP reversal cytotoxicity 102 and MRP reversal with doxorubicin 102.
COc1ccc2[nH]c(C)c(CCN3C(=O)OC(C)(C)C3(C)O)c2c1 (configuration not stated) was read as PLAP inhibition -3%, MRP reversal -5, NFkB transloc inh -35, Bcl-B TR3 displacers 6%, IL1B NFkB pot 35, MRP reversal cytotoxicity 91, MRP reversal with doxorubicin 97, NFkB transloc inh cell count 2 µM 58 and IL1B NFkB pot cell count 2 µM 58.

By substructure, the compounds so far with fluorine
Screening CC(C)C[C@H](N)c1nnc(S(=O)(=O)Cc2ccc(F)cc2)o1 returned PLAP inhibition 12%, MRP reversal -17, Bcl-B TR3 displacers 2%, MRP reversal cytotoxicity 6 and MRP reversal with doxorubicin 23.
`O=C(Nc1ccc(N2CCOCC2)cc1)C1CCCN(S(=O)(=O)c2cccc(C(F)(F)F)c2)C1` (configuration not stated) gave PLAP inhibition -2%, MRP reversal 8, NFkB transloc inh -27, Bcl-B TR3 displacers 3%, IL1B NFkB pot 27, MRP reversal cytotoxicity 69, MRP reversal with doxorubicin 61, NFkB transloc inh cell count 2 µM 190 and IL1B NFkB pot cell count 2 µM 190.

Screening data deposited in PubChem BioAssay by several laboratories.
